# NPR2 activator – GC-B (human) receptor activation; P20594; HEK293-GC-B cells, CNP EC30, cGMP TR-FRET; 0% at EC30 CNP, 100% saturating CNP; activation, % at 10 µM; hit rate 0.11% among 370,000;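 active means activation at 10 µM reaching about 35% in either raw or pattern-adjusted values, limit read from the data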
# Rev-erbA mod – modulates human Rev-erb alpha binding to DNA; Rev-erbα–FITC-DNA binding, fluorescence polarization, 90 min; activity, % at 10 µM; hit rate 0.79% among 370,000; AID 1259318;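 active means activity above about 14%, limit read from the data; passing the limit was not always enough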;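 further: 0% = DMSO wells with 35 nM protein and 100% = DMSO wells with 750 nM protein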
# mABHD4 FP – inhibits mouse alpha/beta hydrolase domain 4. Q8VD66. purified mABHD4, FP-Rh probe fluorescence polarization. hit rate 0.54% among 370,000. inhibition, % at 8.92 µM;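 active means inhibition exceeding the mean over every tested compound plus 3 SD, cut at about 30% in these data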;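 further: 0% = plate median of compound wells and 100% = S159A mutant with DMSO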
# Target sequence (Q8VD66 whole entry, looked up, the tested form may be a part): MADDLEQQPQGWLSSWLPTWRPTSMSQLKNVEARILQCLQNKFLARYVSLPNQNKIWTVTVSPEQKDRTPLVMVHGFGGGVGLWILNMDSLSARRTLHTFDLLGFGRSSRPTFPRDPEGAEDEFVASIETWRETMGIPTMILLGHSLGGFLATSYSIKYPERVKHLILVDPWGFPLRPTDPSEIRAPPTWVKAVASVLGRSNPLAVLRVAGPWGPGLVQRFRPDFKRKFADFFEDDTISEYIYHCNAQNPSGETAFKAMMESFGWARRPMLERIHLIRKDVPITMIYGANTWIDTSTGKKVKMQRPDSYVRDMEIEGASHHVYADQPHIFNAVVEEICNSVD
#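 Material: mouse ABHD4 enzyme, wild type; Benchmarks: S159A mutant high control, sample median low control; Buffer or medium: HEPES pH 7.0, NaCl, Pluronic buffer; Signal: fluorescence polarization; Read-out: percent inhibition of probe binding, normalized to plate controls; Timing: pre-incubation 45 min, probe exposure 60 min, at 25 °C; Dosing: 8.92 µM, single dose.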
# HTRA1 inhibitor – HTRA1 (human) protease inhibition; Q92743; recombinant HTRA1, FP-rhodamine activity-based probe, fluorescence polarization; inhibition, % at 5.96 µM; hit rate 0.5% among 340,000; AID 504803; in the data active means inhibition above about 36%;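 further: 0% = enzyme with DMSO and 100% = wells lacking enzyme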
# Target sequence (Q92743 whole entry, looked up): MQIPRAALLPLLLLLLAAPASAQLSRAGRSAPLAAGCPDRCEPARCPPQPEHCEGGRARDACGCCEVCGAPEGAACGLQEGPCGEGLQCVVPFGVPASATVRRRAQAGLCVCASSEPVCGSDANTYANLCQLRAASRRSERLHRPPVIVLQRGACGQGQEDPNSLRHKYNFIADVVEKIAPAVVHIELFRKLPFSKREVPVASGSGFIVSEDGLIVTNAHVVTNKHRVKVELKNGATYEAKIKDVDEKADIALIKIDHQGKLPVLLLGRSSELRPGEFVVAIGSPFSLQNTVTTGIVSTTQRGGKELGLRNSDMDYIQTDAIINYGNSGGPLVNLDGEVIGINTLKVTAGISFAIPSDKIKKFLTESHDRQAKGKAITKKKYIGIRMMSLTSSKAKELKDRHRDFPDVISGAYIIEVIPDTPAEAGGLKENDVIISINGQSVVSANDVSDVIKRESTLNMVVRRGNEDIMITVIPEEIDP
# NPR1 activator – GC-A (human) enzyme activation | AID 1671463 | HEK293 GC-A cells, cGMP TR-FRET, EC30 ANP; 0% at EC30 ANP, 100% saturating ANP | P16066 | hit rate 0.14% among 370,000 | activation, % at 10 µM; in the data active means activation above about 40%
# rCAG RNA binder – r(CAG) repeat RNA binding; TO-PRO-1 dye displacement fluorescence; inhibition, % at 3 µM; hit rate 1.3% among 370,000; AID 651821;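 active means inhibition above the plate cutoff, the mean of all test compounds on that plate plus 3 SD, cut at about 35% in these data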;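 further: 0% = DMSO alone and 100% = 100 µM mitoxantrone as full dye displacement; higher means more dye released from RNA so lower well fluorescence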
# ARFGAP1 inh – rat ARFGAP1 inhibition; Arfgap1-stimulated ARF1 GTP hydrolysis, GDP FP detection; Q62848; hit rate 0.26% among 360,000; inhibition, % at 16.5 µM;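 active means inhibition above a per-plate limit, mean inhibition of low control wells plus 3 SD, cut at about 25% in these data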;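 further: 0% = DMSO wells with enzyme and 100% = wells lacking Arfgap1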
# Target sequence (Q62848 1-136 limits assumed): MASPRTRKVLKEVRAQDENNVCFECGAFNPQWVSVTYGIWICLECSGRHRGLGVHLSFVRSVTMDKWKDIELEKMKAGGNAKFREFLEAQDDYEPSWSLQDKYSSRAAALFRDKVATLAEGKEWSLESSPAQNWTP
#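 System: truncated rat Arfgap1 GAP domain / Benchmarks: high control wells lacking Arfgap1, low control full reaction with DMSO / Times: compound-enzyme preincubation 20 min, reaction 120 min, detection 60 min, 25 °C / Repeats: one replicate per compound / Also added: human ARF1(Δ1-17)-GTP substrate / Measured by: Tracer-displacement fluorescence polarization with EDTA stop, 620/688 nm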
# PG9 binder – PG9 antibody binding by small molecule; TR-FRET gp120-PG9 antibody binding; inhibition, % at 6.7 µM; hit rate 0.43% among 360,000; in the data active means inhibition above about 8.5%
# SMARCA2 act – increases SMARCA2 function in MMTV reporter cells; activation, % at 9.1 µM; hit rate 1% among 370,000; MG213 cells, MMTV-luciferase reporter, dexamethasone, overnight; in the data active means activation above about 7.8%;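 further: 0% = vehicle wells and 100% = reference activator wells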
# ASAP1 inh – blocks human ASAP1-stimulated Arf1 GTP hydrolysis. Q9ULH1. GDP FP detection. inhibition, % at 16.5 µM. hit rate 0.19% among 360,000. AID 624377; in the data active means inhibition above about 25%;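 further: 0% = vehicle with enzyme and substrate and 100% = no enzyme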
# * hit, by the source's call; x = not tested or not shown.
SMILES,NPR2 activator,Rev-erbA mod,mABHD4 FP,HTRA1 inhibitor,NPR1 activator,rCAG RNA binder,ARFGAP1 inh,PG9 binder,SMARCA2 act,ASAP1 inh
C#CCCC(=O)c1ccccc1/C=[N+](\[O-])c1ccccc1,0.0,4.7,-2.8,-8.6,2.0,5.6,-16.4,0.2,0.5,-7.0
Cc1ccc(C(=O)NC(=S)NCc2ccccc2)cc1Br,3.4,0.4,-19.9,x,-0.5,-0.4,-11.0,-0.1,-2.7,-2.4
O=C(NCCc1cccs1)C1CC(c2cccc([N+](=O)[O-])c2)=NO1 (centres undefined),2.3,-1.0,2.8,-1.4,1.6,2.2,-3.0,-1.2,0.9,0.0
C=CCn1c(SCc2ccc([N+](=O)[O-])cc2)nnc1C(C)NC(=O)c1ccccc1 (centres undefined),2.4,-2.6,-1.7,1.4,-3.3,-2.8,-0.8,0.1,-3.1,-6.2
O=c1oc2ccc(Cl)cc2nc1/C=C(\O)c1ccco1,0.6,-5.7,22.6,4.6,-4.6,3.8,-4.4,-2.0,-2.2,-1.3
c1coc(CN(Cc2cccs2)Cc2nnnn2C2CCCCC2)c1,-13.4,0.3,-1.9,-14.2,1.1,3.0,-2.1,0.8,0.3,5.8
S=C(NCCCN1CCOCC1)N1CCN(c2ccccc2)CC1,-0.7,2.0,2.6,4.2,-0.3,-2.8,-7.9,-0.7,-1.2,-17.3
Cc1c(C)c2c(OCC(=O)NCC3CCC(C(=O)O)CC3)cc3c(c2oc1=O)CCC(C)(C)O3 (centres undefined),4.3,-1.1,5.7,x,1.6,0.9,-12.6,-1.9,1.6,-6.3
CCc1nnc(NC(=O)CSc2nnc(-c3ccc(S(=O)(=O)N(CC)CC)cc3)n2CC)s1,0.0,-5.2,-13.9,0.6,1.5,1.4,1.5,1.0,-1.9,-5.4
CCCCCc1c(CC)ncn1CCc1ccccc1OC,-12.8,4.0,-12.1,x,-20.1,0.3,-5.7,-2.1,-5.2,-2.6
COc1cccc(NS(=O)(=O)NC(=O)c2c[nH]c3ccccc23)c1,3.8,-1.1,4.6,4.4,3.4,5.5,-6.0,-1.9,-1.9,-10.4
CCS(=O)(=O)N1CCN(S(=O)(=O)c2ccc(Cl)s2)CC1,1.4,-7.2,1.1,-4.0,3.4,-3.3,-5.7,0.4,-2.9,-8.9
O=C(c1ccc2c(c1)OCO2)N1CCC2(CC1)Oc1ccc(Cl)cc1C(=O)C21CC(c2cccnc2)=NO1 (centres undefined),-3.0,4.3,-2.8,-28.6,-1.4,11.6,-10.8,3.0,-0.8,-12.2
COCCNC(=O)COC(=O)c1ccc(S(=O)(=O)N2CCOCC2)cc1,3.6,-5.4,-5.4,x,-2.0,-0.3,-4.0,1.7,-1.8,-10.9
Cc1cc(C)c(NC(=O)NC(=O)c2cccc(F)c2)c(C)n1,2.8,-3.1,3.1,11.3,0.3,-2.4,5.6,-0.8,0.1,0.1
CCOC(=O)N1CCN(C(=O)C[C@H]2C[C@@]3(C(=O)OC)C(=C[C@H](C4CCCC4)O[C@@H]3C)N(Cc3ccco3)C2=O)CC1,-1.7,3.7,-1.2,x,-7.2,1.2,x,x,-3.1,x
O=c1oc2ccccc2c2c1ncn2C1CCCCC1,-1.0,3.9,5.3,4.2,0.0,-0.9,0.9,3.0,-2.9,2.4
COc1cc(C(=O)NNC(=O)C2CSC3(C)CCC(=O)N23)cc(OC)c1OC (centres undefined),-1.9,-1.0,5.8,-1.8,2.1,3.9,-21.9,0.9,-1.2,-13.2
COc1ccc(C2c3ccc4ccccc4c3Oc3ncn(CCCO)c(=N)c32)cc1 (centres undefined),-0.6,-8.9,-25.1,-36.2,3.5,0.8,7.7,-1.4,-5.3,5.3
Cc1ccccc1OCCC(=O)NNC(=O)c1ccccc1F,-0.9,-1.1,0.7,2.1,-0.3,0.3,7.7,-1.4,3.2,-2.3
CC(C)(C)c1ccccc1NC(=O)N1CCNC(=O)C1CC(=O)Nc1ccc(F)cc1 (centres undefined),-0.8,-6.8,-2.7,5.1,-2.7,-2.9,5.8,0.5,-0.9,6.0
Cc1nc(-c2ccc(Cl)cc2)sc1C1(C)CC(c2cccc(Cl)c2)=NO1 (centres undefined),-4.2,-4.8,2.7,-17.3,-5.2,1.9,1.2,1.1,1.6,-1.0
COc1ccc(COC(=O)C2CC(=O)N(Cc3ccccc3)C2)cc1 (centres undefined),-1.8,-1.6,-2.4,-1.7,0.4,-0.6,-1.4,-0.2,-0.2,8.3
Cc1ccc2c(c1)C(c1ccccc1)C(=O)O2 (centres undefined),0.3,0.7,-1.9,-2.3,-0.4,20.1,-0.5,0.1,-5.8,4.1
CC1(C(=O)NS(C)(=O)=O)CCN1C(=O)CC(c1ccccc1)c1ccccc1 (centres undefined),1.9,-0.6,-0.7,x,1.6,6.0,-3.7,-1.9,-2.0,-8.5

# An excerpt of these results, bar-delimited.
Structure | NPR2 activator | Rev-erbA mod | mABHD4 FP | HTRA1 inhibitor | NPR1 activator | rCAG RNA binder | ARFGAP1 inh | PG9 binder | SMARCA2 act | ASAP1 inh
CCOC(=O)N1CCN(C(=O)C[C@H]2C[C@@]3(C(=O)OC)C(=C[C@H](C4CCCC4)O[C@@H]3C)N(Cc3ccco3)C2=O)CC1 | -1.7 | 3.7 | -1.2 | x | -7.2 | 1.2 | x | x | -3.1 | x
O=c1oc2ccccc2c2c1ncn2C1CCCCC1 | -1.0 | 3.9 | 5.3 | 4.2 | 0.0 | -0.9 | 0.9 | 3.0 | -2.9 | 2.4
COc1cc(C(=O)NNC(=O)C2CSC3(C)CCC(=O)N23)cc(OC)c1OC (centres undefined) | -1.9 | -1.0 | 5.8 | -1.8 | 2.1 | 3.9 | -21.9 | 0.9 | -1.2 | -13.2
COc1ccc(C2c3ccc4ccccc4c3Oc3ncn(CCCO)c(=N)c32)cc1 (centres undefined) | -0.6 | -8.9 | -25.1 | -36.2 | 3.5 | 0.8 | 7.7 | -1.4 | -5.3 | 5.3
Cc1ccccc1OCCC(=O)NNC(=O)c1ccccc1F | -0.9 | -1.1 | 0.7 | 2.1 | -0.3 | 0.3 | 7.7 | -1.4 | 3.2 | -2.3

# Following part
SMILES,NPR2 activator,Rev-erbA mod,mABHD4 FP,HTRA1 inhibitor,NPR1 activator,rCAG RNA binder,ARFGAP1 inh,PG9 binder,SMARCA2 act,ASAP1 inh
CC(=O)c1c(C)[nH]c(C(=O)N2CCN(S(=O)(=O)c3ccc(F)c(F)c3)CC2)c1C,1.6,4.2,-4.6,2.7,-1.7,-3.0,-6.4,0.0,-0.1,9.2
Cc1ccc(S(=O)(=O)N2CCCCC2)cc1NC(=O)c1ccc2c(=O)n3c(nc2c1)CCCCC3,2.7,-2.6,-11.8,x,2.0,7.3,11.6,0.6,-2.9,-9.8
CCOC(=O)C1CCN(Cc2ccc(O)c3ncccc23)CC1,0.5,-1.4,13.5,34.8,-2.8,1.7,4.5,0.6,-3.0,-2.9
CC(C)NC(=S)N/N=C/c1ccc(N2CCOCC2)cc1,12.1,10.2,-0.9,-3.3,4.2,-4.7,6.2,-4.2,0.0,5.6
CC(C)N(C(=O)CN1CCC(c2nc3ccccc3[nH]2)CC1)C(C)C,1.1,3.6,4.8,-2.1,1.2,-5.7,13.7,-3.6,-3.4,4.8
O=C(NC1CCN(C(=O)c2cccs2)CC1)c1ccccc1,-3.1,-0.9,1.1,2.0,-3.2,1.9,1.0,-0.1,-3.0,-3.1
O=C(NCc1ccccn1)c1ccc2c(=O)n(CCc3ccccc3)c(=O)[nH]c2c1,-0.3,-5.0,5.7,-5.7,4.6,0.9,2.3,-0.2,-0.5,-9.8
O=C(Nc1ccc(CN2CCOCC2)cc1)c1cccs1,-2.1,-1.6,5.4,-3.1,3.3,-1.4,-0.3,-1.2,8.5*,0.0
O=C(Nc1ccccc1Cl)c1ccccc1S(=O)(=O)c1ccccc1[N+](=O)[O-],2.8,5.7,17.5,-5.2,-8.5,10.3,6.9,1.1,-1.0,-5.4
Cc1ccccc1-c1ccc(CN2C(C)C(=O)N(Cc3cn(Cc4ccco4)nn3)CCS2(=O)=O)cc1 (centres undefined),-10.7,4.5,-14.0,x,1.5,8.4,11.5,-1.9,-5.7,9.3
CCOC(=O)C[C@H]1c2cc(F)ccc2S(=O)(=O)N1C(C)(C)C,4.0,-2.9,-4.0,-1.2,1.7,-3.5,5.2,1.5,-1.4,0.8
O=C(CSc1nnc(-c2cccnc2)n1-c1ccc(Cl)cc1)c1ccc(F)cc1,-6.0,-1.5,-1.3,x,-2.8,1.3,x,x,-3.0,x
O=C(NCc1ccccc1)C1(CC2CC(c3ccccc3)=NO2)CCNCC1 (centres undefined),-5.1,-2.2,5.6,-17.3,1.2,4.7,3.3,1.0,-0.2,-2.8
Cc1ccc(C)c(NC(=S)NCc2ccc3[nH]c4c(c3c2)CCCC4)c1,6.3,1.0,-5.2,0.4,8.3,7.8,14.6,-2.1,-2.7,5.9
O=C(NCc1ccccn1)c1cccc([N+](=O)[O-])c1,1.8,-0.1,-0.7,3.4,5.7,-3.3,-2.4,-1.3,1.5,-12.8
Cc1nnc(SCC(=O)Nc2cccc(C(F)(F)F)c2)[nH]c1=O,-0.6,-4.9,7.9,-2.0,4.2,6.1,-0.5,-0.3,2.6,0.7
CCOC(=O)NC(=O)CSc1ccc(S(=O)(=O)N(C)C2CCCCC2)cn1,2.1,4.2,6.3,-0.3,-1.9,0.2,-2.8,1.2,-0.8,-1.8
COc1ccc2c(n1)Sc1nc3ccccc3nc1N2,12.1,-4.9,31.7*,2.8,13.2,4.7,-4.9,-1.6,-11.1,-6.5
Cc1ccc2c(c1)N(CC(=O)NCCCN1CCCCC1)C(=O)CO2,-4.5,10.0,-0.4,2.0,3.1,-0.7,-3.0,-1.0,0.7,4.3
CCOC(=O)CCc1c(C)c2ccc(OCC)c(C)c2oc1=O,4.0,-1.6,-2.8,x,3.0,1.1,1.7,-1.2,-1.2,-8.0
CCOC(=O)c1cc(-c2ccccc2)nn1Cc1cc(C)no1,-4.0,2.8,-1.1,-10.2,1.7,-4.2,0.7,0.4,3.3,8.3
Cc1nc(N2CCN(c3ccccn3)CC2)c2c(C)c(C(=O)Nc3ccc(Cl)cc3)sc2n1,5.1,11.4,10.3,-4.1,2.6,1.6,-4.5,-0.4,-3.0,6.8
CC1=C(C(=O)N2CCCCCC2)CC(CC(=O)NC2CCCCC2)C(=O)N1Cc1ccc(F)cc1 (centres undefined),1.6,-0.6,-1.4,x,1.6,-0.4,10.7,0.4,-2.7,1.0
Cc1ccc(NC(=O)C2C3C=CC4(O3)C2C(=O)N(CCCN2CCCC2)C4C(=O)NC2CCCCC2)cc1Cl (centres undefined),-8.1,1.6,4.7,2.5,1.1,-3.2,1.8,0.8,-0.7,3.9
Cc1ccccc1N1CCN(C2CCCN(C(=O)c3cc(CC(C)C)nn3C)C2)CC1 (centres undefined),3.2,1.7,0.6,2.2,1.0,-9.2,-0.1,-3.9,-0.1,0.1
CCC(Cc1ccccc1)NC(=O)c1cc(S(=O)(=O)N2CCCCC2)c[nH]1 (centres undefined),2.1,-1.2,-3.0,-3.4,-5.8,0.2,-3.5,-0.3,0.2,0.7
